Thrombin inh = human alpha-thrombin inhibitors, primary screen, counter-screen for coagulation protease inhibitor project, biochemical, 1536-well, fluorogenic AMC substrate | Boc-VPR-AMC fluorogenic substrate cleavage | AID 1046, 2008 | Prothrombin (Homo sapiens), P00734 | inhibition, % at 5 µM | actives 0.26% (n = 220,000);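 active = inhibition at or above 40%; inactive = inhibition below 40%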;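 also: 0% = enzyme with no compound and 100% = wells without enzyme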
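Test system: human alpha-thrombin; medium: pH 7.5 Tris-saline with Tween 20; times: reaction at room temperature; signal: AMC fluorescence at 355 nm excitation and 460 nm emission; also added: Boc-VPR-AMC substrate, 15 µM final; dosing: one concentration per compound, 5 µM, with 0.2% DMSO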
Cl transport mod = KCC2 cotransporter modulators, thallium flux, primary screen, cell-based, HEK293 KCC2, FluoZin-2 fluorescence, MLSMR. Solute carrier family 12 member 5 (Homo sapiens), Q9H2X9. KCC2 cells, thallium flux FluoZin-2 fluorescence. B-score of Tl+ flux slope (higher = more flux/activation; lower = inhibition) at 10 µM. actives 2.2% (n = 190,000);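 active = thallium flux slope and its plate-corrected score both differing from the plate sample mean at a set confidence after two filtering rounds, in either direction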;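 also: slope of fluorescence scaled to starting intensity during 10 to 20 s after thallium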
KLK5 inh = human KLK5 protease inhibitors, primary screen, biochemical, 1536-well; Kallikrein-5 (Homo sapiens), Q9Y337; recombinant hK5, fluorogenic AMC substrate cleavage; inhibition, % at 5 µM; actives 0.59% (n = 210,000); AID 873, 2007;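 active = inhibition of 40% or more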;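 also: 0% = enzyme controls without compound and 100% = no-enzyme blanks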
PERK inhibitor = block of dimerizer-induced PERK translation repression, primary screen, PERK inhibitor project, CHO PERK-DD cells, SEAP luminescence, HTS; actives 0.17% (n = 220,000); Eukaryotic translation initiation factor 2-alpha kinase 3 (Homo sapiens), Q9NZJ5; inhibition, % at 5.6 µM; CHO PERK-DD fusion, SEAP luminescence translation reporter;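 active = inhibition above the mean inhibition of all tested compounds plus 3 SD, set separately per screening campaign, cut at about 2.9% in these data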;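 also: PERK kinase domain activated by AP20187 dimerizer at 100 nM; 0% = DMSO with dimerizer and 100% = rapamycin at 8.4 µM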
Target sequence (Q9NZJ5 whole entry, looked up, the tested form may be a part): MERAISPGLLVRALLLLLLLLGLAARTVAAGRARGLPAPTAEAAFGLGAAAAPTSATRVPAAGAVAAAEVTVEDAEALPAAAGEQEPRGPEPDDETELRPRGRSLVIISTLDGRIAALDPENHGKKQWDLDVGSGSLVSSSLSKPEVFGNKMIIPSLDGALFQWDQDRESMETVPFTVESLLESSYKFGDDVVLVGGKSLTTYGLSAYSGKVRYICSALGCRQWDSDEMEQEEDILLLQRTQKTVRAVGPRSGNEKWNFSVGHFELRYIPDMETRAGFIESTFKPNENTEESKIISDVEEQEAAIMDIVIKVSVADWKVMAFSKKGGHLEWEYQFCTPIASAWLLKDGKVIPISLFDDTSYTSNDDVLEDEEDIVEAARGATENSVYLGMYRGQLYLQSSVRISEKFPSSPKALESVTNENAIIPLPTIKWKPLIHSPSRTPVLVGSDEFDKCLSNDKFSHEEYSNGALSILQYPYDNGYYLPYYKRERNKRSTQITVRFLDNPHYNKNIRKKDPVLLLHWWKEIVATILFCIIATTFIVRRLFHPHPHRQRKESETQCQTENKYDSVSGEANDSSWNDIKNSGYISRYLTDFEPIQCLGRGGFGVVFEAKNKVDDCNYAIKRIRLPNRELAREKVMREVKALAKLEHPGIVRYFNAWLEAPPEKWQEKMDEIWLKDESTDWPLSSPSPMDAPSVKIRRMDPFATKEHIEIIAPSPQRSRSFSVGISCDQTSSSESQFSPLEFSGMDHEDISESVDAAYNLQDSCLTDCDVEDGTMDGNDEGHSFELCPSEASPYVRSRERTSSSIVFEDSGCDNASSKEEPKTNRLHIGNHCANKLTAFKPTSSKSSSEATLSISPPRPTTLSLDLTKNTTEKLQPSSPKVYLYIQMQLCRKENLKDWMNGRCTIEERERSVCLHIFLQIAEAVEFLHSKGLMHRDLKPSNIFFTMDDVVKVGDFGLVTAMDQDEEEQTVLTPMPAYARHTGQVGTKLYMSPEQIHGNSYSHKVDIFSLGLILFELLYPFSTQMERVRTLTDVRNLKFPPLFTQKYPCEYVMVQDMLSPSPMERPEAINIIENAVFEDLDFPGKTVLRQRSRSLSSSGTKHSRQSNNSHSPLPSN
FXIIa inh 1536 = human FXIIa protease inhibitors, primary screen, biochemical, 1536-well. Coagulation factor XII (Homo sapiens), P00748. purified FXIIa, Boc-QGR-AMC fluorogenic substrate, 2 h. inhibition, % at 5 µM. actives 0.3% (n = 220,000); in the data active = inhibition above about 40%;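 also: 0% = enzyme with no compound and 100% = blank without enzyme; many of its hits are not listed in these tables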
Rad51 HR inh = human RAD51 strand exchange inhibitors, primary screen, biochemical, fluorescence. actives 0.085% (n = 200,000). AID 1385, 2008. DNA repair protein RAD51 homolog 1 (Homo sapiens), Q06609. hRad51 DNA strand exchange, fluorescence dequenching. inhibition, % at 10 µM;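 active = inhibition above 40% at the single screening dose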;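 also: 0% = DMSO control wells and 100% = blanks with heterologous ssDNA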
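Material: hRad51 filaments on single-stranded DNA; Reagent: Donor/quencher-labelled 47-bp dsDNA substrate; Compound: 10 µM final, single point; Schedule: 37 °C 15-min filament assembly, 30-min compound preincubation, 15-min exchange; Technique: FRET fluorescence, excitation 485 nm, emission 520 nm; Benchmarks: control wells and blank wells on each plate.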
m-calpain inh = inhibitors of pig calpain II, primary screen, biochemical, fluorogenic peptide substrate, 1536-well. purified calpain II, 30 min. inhibition, % at 16 µM. actives 0.37% (n = 220,000);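 active = inhibition above about 50%, limit read from the data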
Furin inh = human furin inhibitors, primary screen, biochemical, fluorescence intensity. purified furin, fluorogenic substrate cleavage. actives 0.061% (n = 220,000). inhibition, % at 30 µM. P09958. AID 463115, 2010; in the data active = inhibition above about 25%; also: inactives centre near -15
FXIa inh = human FXIa protease inhibitors, primary screen, biochemical, 1536-well; Coagulation factor XI (Homo sapiens), P03951; purified FXIa, Boc-Glu-Ala-Arg-AMC fluorogenic substrate; inhibition, % at 5 µM; actives 0.14% (n = 220,000); AID 798, 2007;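 active = inhibition of at least 40%; inactive = inhibition below 40%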;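 also: fluorescence of freed AMC excited at 355 nm; 0% = enzyme without compound and 100% = no enzyme blank; many of its hits are not listed in these tables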
* hit, by the source's call; . = not tested or not shown; [ ] = dose if it differs, or a comment.

Order of values – Thrombin inh	Cl transport mod	KLK5 inh	PERK inhibitor	FXIIa inh 1536	Rad51 HR inh	m-calpain inh	Furin inh	FXIa inh
> O=C(O)C1C2C=CC(O2)C1C(=O)Nc1ccccc1C(F)(F)F (stereo unspecified)
  -4.7	0.871	-3.7	1.2	1.4	5.5	-20.4	-18.9[20 µM]	-8.0
> Cc1ccc2nc(CSc3nnc(-c4ccco4)n3-c3ccccc3)cc(=O)n2c1
  .	-0.529	.	-1.2	.	0.0	.	-17.8[20 µM]	.
> CN(C)CCNC(=O)c1onc(CSc2ccc(F)cc2)c1C(=O)NCCN(C)C
  1.5	-0.451	2.1	.	6.3	2.9	-17.4	-27.0	1.3
> COCC(=O)Nc1ccc(C)c(Cl)c1
  -5.4	.	-1.7	-0.5	-8.2	-13.5	20.4	-17.2[20 µM]	-8.5
> CCN(CC)S(=O)(=O)c1ccc(N2CCOCC2)c(NC(=O)Cc2ccccc2F)c1
  -5.0	-0.199	-21.2	-0.9	9.5	3.3	7.7	-2.6	4.5
> CC(C)(C)NCC(O)(c1ccc(Cl)cc1)c1ccc(Cl)cc1
  -9.0	.	5.2	-1.0	-1.0	6.4	15.7	-15.5	-6.8
> CC(=O)N1c2ccc3ccccc3c2C2C=CCC2C1c1ccc(Br)cc1 (stereo unspecified)
  -8.9	-0.585	-10.0	-0.3	0.6	-13.5	-408.8	-16.1	-10.5
> CCOC(=O)C1(Cc2cccc(Cl)c2)CCCN(C(=O)c2ccc(C)nc2)C1 (stereo unspecified)
  -4.0	0.0341	.	1.7	4.3	.	10.8	-18.4	-3.4
> Cc1csc(SCC(=O)Nc2c(C)n(C)n(-c3ccccc3)c2=O)n1
  18.1	0.636	5.9	0.9	18.4	.	29.6	-21.2[20 µM]	13.0
> COc1cc2ncnc(NCc3ccc(C)o3)c2cc1OC
  2.1	-0.365	-3.5	0.7	9.8	4.1	41.3	-9.1	-4.9
> Cc1ccc(C23CC4CC(CC(NC(=O)NCCN(C)C)(C4)C2)C3)cc1
  -1.9	0.503	6.8	-0.5	-10.8	-5.9	2.0	-4.6[20 µM]	-10.1
> Cc1ccc(C(C)C)cc1OCC(=O)N/N=C/c1ccc2c(c1)OCCO2
  -7.2	-0.281	-8.1	-0.4	18.6	10.1	22.9	-6.0	18.2
> O=C(O)C1(c2ccccc2)CCN(S(=O)(=O)c2cccs2)CC1
  -3.5	-0.332	-3.0	1.2	8.4	-0.3	-27.1	-18.0	11.8
> O=S1(=O)N=C(Nc2nc3c(s2)CCCC3)c2ccccc21
  -0.4	1.18	19.6	-0.7	18.1	.	12.2	-12.0[20 µM]	5.4
> O=C(NC(=S)Nc1ccc(CN2CCOCC2)cc1)c1ccc([N+](=O)[O-])cc1
  1.0	4.61*	-2.0	0.2	9.0	-8.6	21.6	-13.5	5.8
> COC(=O)c1ccc(/C=N/NC(=O)C(=O)NCC2CCCO2)cc1 (stereo unspecified)
  1.7	0.0151	-7.6	2.0	5.2	3.4	10.2	-25.2	6.0
> CN(C)S(=O)(=O)c1ccc2c(c1)c(=O)c(C(=O)N1CCN(c3ccccn3)CC1)cn2C
  0.1	-0.312	1.1	1.7	5.3	3.0	-29.4	-4.2	1.4
> CCOC(=O)Cn1c(=O)c(-c2ccccc2NC)nc2ccccc21
  6.2	-0.377	-10.4	-1.6	17.9	-3.8	-6.4	-7.9[20 µM]	-0.5
> O=C(NC(c1ccccc1)C(Cl)Cl)c1ccccc1 (stereo unspecified)
  -11.1	-0.0309	-5.0	-0.1	2.2	-1.8	-11.3	-10.8	-5.6
> Cn1nnnc1SCC1=C(C(=O)O)N2C(=O)C(NC(=O)Cn3nc(C(F)F)cc3C3CC3)C2SC1 (stereo unspecified)
  -9.7	1.63	-17.2	1.7	2.3	13.5	-19.4	-27.0	-4.1
> COc1ccc(C)cc1NC(=S)N1CCN(S(C)(=O)=O)CC1
  -2.1	0.849	-11.7	1.7	2.4	-6.8	-6.1	-16.1	6.5
> Cc1nn(C(CC(=O)O)C(=O)O)c(C)c1Br (stereo unspecified)
  2.6	-0.301	1.6	0.1	8.8	6.8	-8.1	-21.2[20 µM]	6.2
> Cc1onc(-c2ccccc2)c1C(=O)NCCN1CCOCC1
  -2.4	1.62	-8.9	0.6	8.4	.	9.7	-13.7	-4.7
> C=CCN(C(=O)CNC(=O)c1ccco1)C(C(=O)NC1CCCCC1)c1ccccc1F (stereo unspecified)
  -2.5	.	-27.2	-1.5	4.0	-6.6	-10.0	-28.6	-1.8
> COc1ccc(CCNC(=O)CSc2c[nH]c3ccccc23)cc1OC
  -7.6	0	-2.1	-0.2	6.5	-5.7	40.7	-29.1	23.6
> CCN1CCCC1CN(Cc1cc2ccc(C)c(C)c2[nH]c1=O)C(=O)Nc1ccccc1OC (stereo unspecified)
  -0.5	-0.776	-6.8	-0.7	16.3	-2.1	12.3	-9.5	5.0
> CCOC(=O)c1nn(-c2ccc(Cl)cc2)c2nnc(Cc3ccccc3)c(=O)n12
  -5.2	0.0434	-10.4	1.1	2.8	9.0	23.4	-13.8	4.0
> CCCCn1c(=O)[nH]c(=O)c2c1nc(COc1ccc(C#N)cc1)n2CCC
  -5.7	.	-2.6	-0.8	-8.2	-2.1	-2.4	-10.5	-3.1
> CC(C)N(C)C1CCN(C(=O)Nc2ccc(Cl)c(Cl)c2)CC1
  3.6	0.274	-5.3	0.4	10.1	.	-20.1	-17.4	0.9
> Cc1nn(C(=O)N2CCOCC2)c(C)c1CN1C(=O)c2ccccc2C1=O
  .	-0.00921	.	0.2	.	-6.4	.	-15.8[20 µM]	.

Sorted by the number under PERK inhibitor (smallest number first): three from the list above.
smiles,PERK inhibitor
CCCCn1c(=O)[nH]c(=O)c2c1nc(COc1ccc(C#N)cc1)n2CCC,-0.8
COc1ccc(CCNC(=O)CSc2c[nH]c3ccccc23)cc1OC,-0.2
CCOC(=O)c1nn(-c2ccc(Cl)cc2)c2nnc(Cc3ccccc3)c(=O)n12,1.1

Carrying on:
Order of values – Thrombin inh	Cl transport mod	KLK5 inh	PERK inhibitor	FXIIa inh 1536	Rad51 HR inh	m-calpain inh	Furin inh	FXIa inh
> COc1cc(/C=N/n2cnnc2)ccc1OCc1ccccc1
  5.1	0.445	4.8	0.0	16.3	-2.6	-12.8	-3.1[20 µM]	13.1
> CSC(=NCc1ccc(F)cc1)NS(=O)(=O)c1cccs1
  -6.0	-3.77*	-0.5	0.2	7.3	-0.5	5.3	-19.8	2.6
> CCNC(=S)NNC(=O)c1cc(-c2ccccc2C)nc2ccccc12
  3.0	-1.55	-278.6	0.1	12.7	-7.3	-22.0	-15.8[20 µM]	0.4
> CNc1ccc(Br)cc(C(=O)/C=C/c2cc(OC)ccc2OC)c1=O
  2.8	-0.0237	-36.1	0.1	10.8	-17.7	-82.9	-17.2[20 µM]	0.8
> O=C(O)Cc1sc(-c2cccnc2)nc1-c1ccc(Br)cc1
  -9.1	-1.78	0.5	1.7	8.4	-1.9	-97.4	10.8	-1.5
> O=C(NC1CCCCC1)C(=S)NCCc1ccccc1
  -3.8	0.795	-0.8	0.6	6.7	6.8	-1.2	-15.0	17.3
> Cc1cc(C(=O)N2CCC(C(F)(F)F)n3nccc32)on1 (stereo unspecified)
  1.9	-0.675	-6.8	0.9	29.6	4.7	-5.0	-24.8[20 µM]	16.3
> O=C(N/N=C/C(Br)=C/c1ccccc1)c1cccnc1
  5.8	0.196	6.2	0.5	13.8	.	5.1	2.6	-0.3
> Cc1ccc(-c2nnc(N3CCCCC3)c3ccccc23)cc1S(=O)(=O)NCC1CCCO1 (stereo unspecified)
  -2.3	.	5.9	-3.1	-3.4	-4.6	4.3	-8.7[20 µM]	-8.1
> Cc1cccc(NC(=O)CN2C(=O)N/C(=C\c3ccc(-c4cccc(C(=O)O)c4)o3)C2=O)c1
  2.7	-0.132	5.7	1.8	5.4	9.7	-64.5	-19.0	4.5
> CCc1ccc(N2C(=O)CN(Cc3sccc3C)C2=S)cc1
  1.6	1.43	-13.5	-0.4	2.2	2.9	8.9	-23.5	0.6
> Cc1ccc(NC(=O)/C=C/c2ccc([N+](=O)[O-])s2)cc1
  -6.7	0.000222	-21.9	0.2	3.8	-8.3	7.6	-4.5	-6.4
> CC(C)c1ccc(NC(=O)Nc2cc3sccc3n2C)cc1
  -1.4	0.306	-9.3	0.6	0.2	6.6	2.5	-4.7	-7.2
> FC(F)(F)c1ccc(-n2ccnc2)nc1
  -5.1	0.324	7.9	1.2	-3.5	-2.2	22.9	-16.4	-17.4
> O=C(COC(=O)c1cccs1)Nc1ccccc1[N+](=O)[O-]
  -8.2	0.0221	0.8	1.2	6.5	4.4	14.1	-18.4	-0.6
> O=C(CCC(=O)OCC(=O)c1ccc(Cl)cc1)NC1CCCCC1
  4.0	0.122	0.7	0.5	17.7	-38.5	-17.5	-13.3[20 µM]	9.7
> COc1cccc(OC)c1C(=O)NC(=S)N1CCN(c2ccc(C(F)(F)F)cc2[N+](=O)[O-])CC1
  -0.1	-1.88	10.9	-0.7	12.1	2.2	23.3	-17.0	-8.6
> Cn1cnc(NCc2ccccc2)c1[N+](=O)[O-]
  2.1	-0.503	2.0	0.7	6.9	19.1	-2.3	-7.3	2.8
> Cc1cccc(CSCCNC(=O)CCSc2ccccc2)c1
  -1.3	-2.05	-6.8	0.9	11.9	.	13.8	-24.6	2.7
> O=c1nc(N2CCCCC2)nc(Nc2ccccc2)[nH]1
  -0.3	-0.4	8.9	-0.5	7.2	.	20.8	-2.6[20 µM]	1.0
> CC(=O)Nc1ccc(/C(C)=N/NC(=O)c2ccc(F)cc2)cc1
  -13.9	0.992	-12.1	0.0	9.6	-4.0	29.6	-12.0	3.2
> C=CCNCCCCOc1ccc(OCc2ccccc2)cc1
  4.9	-0.403	-3.1	-0.8	-1.1	.	-2.7	-17.4	-4.2
> O=C(Cn1nc(Cc2cccnc2)c2ccccc2c1=O)NCc1ccc(F)cc1
  -6.1	.	-4.8	-0.8	14.1	-5.1	-8.4	-23.1	4.1
> COC(=O)C1(C(O)C(=O)c2ccc(C)cc2C)CCCCC1 (stereo unspecified)
  -11.6	0.0536	-2.2	0.0	-8.7	-1.4	13.4	-11.5[20 µM]	-3.5
> COc1cc2c(cc1OC)C(/C=C/c1ccco1)=NCC2
  3.1	-1.64	4.4	-1.1	8.3	-4.6	-83.5	-3.2	5.3
> O=C(OC(C(=O)Nc1ccc([N+](=O)[O-])cc1Br)c1ccccc1)c1ccccc1 (stereo unspecified)
  1.4	.	12.8	1.7	5.9	.	-28.6	-20.5	2.5

Screening data deposited in PubChem by several laboratories.

A portion of the library, so the mix of outcomes need not match the whole.
